# TrxR1 substrate – qHTS Assay for Substrates of Mammalian Selenoprotein Thioredoxin Reductase 1 (TrxR1): qHTS; Thioredoxin reductase 1, cytoplasmic (Rattus norvegicus), O89049; 390,000 tested, 0.01% active; purified TrxR1 substrate turnover, NADPH consumption readout; Potency, µM (highest dose often 114 µM), for inactives: at the top dose activity change, negative = substrate turnover; AID 588456, 2011; further: potency means the concentration at half of the fitted maximal effect; on the % scale 0 is the no-effect control and ±100 the full control effect; nearly all actives have a fitted effect of over 50% in size
# Target sequence (O89049 whole entry, looked up): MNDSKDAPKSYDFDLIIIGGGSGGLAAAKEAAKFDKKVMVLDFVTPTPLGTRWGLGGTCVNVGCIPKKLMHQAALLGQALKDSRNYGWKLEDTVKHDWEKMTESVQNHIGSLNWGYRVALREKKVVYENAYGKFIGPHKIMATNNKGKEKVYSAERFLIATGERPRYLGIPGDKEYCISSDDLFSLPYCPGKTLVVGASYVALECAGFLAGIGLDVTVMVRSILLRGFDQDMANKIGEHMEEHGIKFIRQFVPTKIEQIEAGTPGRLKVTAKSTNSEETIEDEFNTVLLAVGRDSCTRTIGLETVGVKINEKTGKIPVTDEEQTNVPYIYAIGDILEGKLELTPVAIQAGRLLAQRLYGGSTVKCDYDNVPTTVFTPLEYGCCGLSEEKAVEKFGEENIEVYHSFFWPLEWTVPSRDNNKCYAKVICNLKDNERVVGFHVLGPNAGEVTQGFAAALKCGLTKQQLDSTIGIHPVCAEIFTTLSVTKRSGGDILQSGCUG
#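 Rat TrxR1, dispensed at 90 nM, was prereduced with 400 uM NADPH (final) for 5 min at ~22 deg C, then incubated with compound 15 min before 400 uM selenite. A first-read NADPH fluorescence drop versus no-compound background flagged substrates.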
# USP1 inh – Inhibitors of USP1/UAF1: Primary Screen; Ubiquitin carboxyl-terminal hydrolase 1 (Homo sapiens), O94782; recombinant USP1/UAF1, Ub-Rhodamine cleavage fluorescence; Potency, µM (series often up to 57.1 µM), inactives show at the top dose activity change, negative = inhibition, hits mostly inhibitors; 390,000 tested, 0.23% active; AID 743255, 2014; further: potency means the concentration at half of the fitted maximal effect; on the % scale 0 is the no-effect control and ±100 the full control effect; nearly all actives have a fitted effect of over 60% in size; inactives centre near -12
#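 USP1/UAF1 complex at 1 nM was preincubated with compound for 15 min at room temperature, then Ub-Rho substrate (150nM final) was added. Fluorescence (480/540 nm) was read kinetically, 6 reads every 60 seconds.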
# RXFP1 ag – qHTS Assay for Agonists of the Relaxin Receptor RXFP1. AID 2676, 2010. Potency, µM (doses to about 57.5 µM), inactives show at the top dose activation, most hits filed as activators. HEK293T-RXFP1 cAMP TR-FRET, 30 min; response scale: percent of porcine relaxin response, buffer zero. 370,000 tested, 0.3% active. Relaxin receptor 1 (Homo sapiens), Q9HBX9; further: potency means the concentration at half of the fitted maximal effect; on the % scale 0 is the no-effect control and ±100 the full control effect; nearly all actives have a fitted effect of over 60% in size; many of its hits are not listed in these tables
#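 cAMP rise read by TR-FRET after 30 min, 37C compound exposure (up to 58 uM) in RXFP1-transfected HEK293 cells with Ro 20174 present. EC50 from Hill-equation fits, with 29 nM porcine relaxin as 100% and buffer as basal.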
# LDHA block – qHTS assay for inhibitors of human lactate dehydrogenase; L-lactate dehydrogenase A chain (Homo sapiens), P00338; purified LDHA, NADH/diaphorase-resazurin fluorescence; active compounds read low; activity change, % (values are at about 110 or 230 µM); 480,000 tested, 0.15% active; AID 1347041, 2019; in the data active means activity change below about -30%; inconclusive means mostly about -25% to -30%;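 further: plate controls were DMSO wells for no effect and wells without enzyme for full effect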
#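 LDH5 2 nM; NADH 0.06 mM, pyruvate 0.2 mM; 200 mM Tris pH 7.4, EDTA, Tween-20; 5 min RT. Detection: diaphorase 0.133 mg/mL + resazurin 37 µM, fluorescence ex540/em590 at 0 and 20 min; normalized to enzyme-free and DMSO wells.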
# PI4K2A block – qHTS for small molecular inhibitors of PI4K2A | Phosphatidylinositol 4-kinase type 2-alpha (Homo sapiens), Q9BTU6 | purified PI4K2A, ADP-Glo luminescence, 1 h; active compounds read low | activity change, negative = inhibition, % at 76.9 µM | 420,000 tested, 0.13% active | AID 1346378, 2018; in the data active means activity change below about -50%; inconclusive means mostly about -30% to -49%;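 further: -100% = wells without enzyme as full effect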
# Target sequence (Q9BTU6 whole entry, looked up): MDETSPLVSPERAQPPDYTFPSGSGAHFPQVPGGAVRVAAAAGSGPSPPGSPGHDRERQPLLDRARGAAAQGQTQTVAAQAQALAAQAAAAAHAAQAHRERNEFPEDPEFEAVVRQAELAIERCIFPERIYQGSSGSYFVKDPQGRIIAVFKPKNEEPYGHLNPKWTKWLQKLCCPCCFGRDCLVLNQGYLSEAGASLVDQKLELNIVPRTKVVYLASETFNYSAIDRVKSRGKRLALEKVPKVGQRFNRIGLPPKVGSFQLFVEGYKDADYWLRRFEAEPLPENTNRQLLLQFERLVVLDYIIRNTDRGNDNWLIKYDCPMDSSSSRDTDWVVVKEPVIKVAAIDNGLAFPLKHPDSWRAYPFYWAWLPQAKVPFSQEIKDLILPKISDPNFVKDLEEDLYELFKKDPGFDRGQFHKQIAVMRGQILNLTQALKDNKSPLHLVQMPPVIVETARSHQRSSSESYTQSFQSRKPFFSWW
#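 Compounds are screened against recombinant PI4K2A using PI as substrate and ATP, the latter dispensed at 300 microM. Reactions run one hour at ambient temperature before ADP-Glo detection; full inhibition defined by wells lacking enzyme.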
# Vif-A3F inh – qHTS for Inhibitors of Vif-A3F Interactions: qHTS | 390,000 tested, 0.2% active | AID 602313, 2012 | Potency, µM (top dose mostly 46.1 µM), for the others: at the highest dose activity, negative = active | HeLa A3F-eYFP + Vif (tagged APOBEC3F with the HIV-1 protein that degrades it), YFP fluorescence increase; further: potency means the concentration at half of the fitted maximal effect; % of control where 0% means no effect; nearly all actives have a fitted effect of over 65% in size
#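 Fluorescence increase (Ex 488/Em 500-530) after overnight compound treatment at 37 deg C flags inhibition of Vif-driven A3F-eYFP loss in stable HeLa A3F-eYFP/Vif cells seeded overnight beforehand.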
# Glioma ERSR ind – qHTS for Inducers of the Endoplasmic Reticulum Stress Response (ERSR) in Human Glioma: qHTS | U87-MG GRP78 promoter luciferase reporter, 16 h | Potency, µM, for inactives: at the top dose activation, hits mostly activators | 420,000 tested, 0.02% active | AID 602332, 2012; further: potency means the concentration at half of the fitted maximal effect; series mostly up to about 76 µM; % of control where 0% means no effect; nearly all actives have a fitted effect of over 35% in size
#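 Stably transfected U87-MG human glioma cells carrying a GRP78-based luminescent sensor were seeded at 1000 cells/well, pin-dosed with compounds and incubated 16 h. Luciferase reagent was then added, and end-point luminescence was read after 10 min at room temperature.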
# mIDH1 inhibitor – qHTS for Inhibitors of mutant isocitrate dehydrogenase 1 (IDH1): qHTS; Isocitrate dehydrogenase [NADP] cytoplasmic (Homo sapiens), O75874; IDH1-R132H enzyme, NADPH consumption, diaphorase/resazurin fluorescence; Potency, µM (series often up to 76.6 µM), for the others: top-dose activity change, negative = inhibition, actives largely listed as inhibitors; 390,000 tested, 0.093% active; further: potency means the concentration at half of the fitted maximal effect; on the % scale 0 is the no-effect control and ±100 the full control effect; nearly all actives have a fitted effect of over 65% in size
#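 IDH1-R132H (0.5 ug/mL dispensed) in pH 7.5 Tris buffer was preincubated 30 min with compound, then given a substrate mix of 0.016 mM NADPH and 2 mM alpha-KG for 80 min at room temperature; remaining NADPH was read by diaphorase/resazurin fluorescence.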
# Vif-APOBEC3G blk – qHTS for Inhibitors of Vif-A3G Interactions: qHTS; Potency, µM (series often up to 46.1 µM), for the others: at the top dose activity, negative = active, hits mostly inhibitors; 410,000 tested, 0.076% active; DNA dC->dU-editing enzyme APOBEC-3G (Homo sapiens), Q9HC16; HeLa A3G-eYFP + Vif (tagged APOBEC3G with the HIV-1 protein that degrades it), YFP fluorescence, overnight;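 further: potency means the concentration at half of the fitted maximal effect; on the % scale 0 is the no-effect control and ±100 the full control effect; nearly all actives have a fitted effect of over 60% in size; hits raise eYFP signal because A3G escapes Vif-driven loss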
#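 HeLa cells stably expressing Vif and C-terminally eYFP-tagged A3G, seeded overnight at 37 deg C, then exposed to compound by pintool overnight at 37 deg C. Rise in yellow fluorescence (Ex 488/Em 500-530, Acumen) marks blocked Vif-driven A3G degradation.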
# The depositor's hits bear a star; ? = inconclusive; · = no result given; & = joins results of further samples; [ ] = dose if it differs, or a comment. Unless noted, the call rests on the fitted dose curve; in most records, active means well fitted curve in the direction sought with a large enough effect; inconclusive means small, poorly fitted or top-dose-only effect, or another doubt; inactive means no such curve, though single readings can be large; an effect the other way counts as inactive or inconclusive.
SMILES,TrxR1 substrate,USP1 inh,RXFP1 ag,LDHA block,PI4K2A block,Vif-A3F inh,Glioma ERSR ind,mIDH1 inhibitor,Vif-APOBEC3G blk
COc1ccc(NC(=O)CCCn2c(=O)c3sccc3n(Cc3ccccc3C)c2=O)cc1,-11%,-16%,-0.4%,-3,-4,-9%,-2%,6%,-9%
COc1cccc(C(NC(=O)c2ccccc2F)NC(=O)c2ccccc2F)c1,-4%,-11%,-0.7%,-7,6,-9%,-5%,-3%,0%
CCOC(=O)c1c(C)c(C(=O)NCCc2ccc(S(N)(=O)=O)cc2)c(C)n1CC,-4%,-16%,2.5%,-3,4,-2%,-1%,3%,1%
CCN(CC)CCCNC(=O)C1CCN(S(C)(=O)=O)CC1,4%[57.1 µM],-12%,4.9%,-3,-5,1%,-3%,10%,-3%
COc1ccc(N(CC(=O)NC2CCCC2)C(=O)Cn2nnc(-c3ccc(F)cc3)n2)cc1OC,-8%,-8%,0.2%,-8,2,-19%,-4%,-10%,-4%
O=c1cc(N=Nc2ccc(Cl)cc2)[nH]c(=O)[nH]1,-10%,?,0.2%,30,5,7%,-7%,5%,1%
O=C(NC1CCCCC1)c1cccc(COCC(F)(F)F)c1,-8%,-22%,-1.1%,-4,1,·,-3%,-5%,0%
Cc1c(C)[n+](=O)c2c(n1[O-])C(Br)CCC2Br (configuration not stated),-25%[11.4 µM],-10%,2.2%,6,-1,12%,0%,10%,0%
COc1ccc(-c2nc(CN3CCC(c4ccccc4)CC3)c(C)o2)cc1OC,6%,-26%,1.1%,-4,1,10%,0%,20%,-5%
O=C(Nc1cccc2c1CCCC2)c1ccc(F)cc1,5%[57.1 µM],-1%,·,1,-5,2%,2%,2%,0%
CCc1ccc(C(=O)N2CCN(c3ccc(NC(=O)c4ccco4)cc3)CC2)cc1,-2%,-15%,-2.6%,-6,1,-10%,-2%,9%,-6%
O=C1CCCC2=C1C1(O)C(=O)c3ccccc3C1(O)O2 (configuration not stated),-5%,-22%,0.0%,-3,-23,3%,-6%,1%,1%
CCSC(=O)N1CCN(/[N+]([O-])=N/Oc2ccc([N+](=O)[O-])cc2[N+](=O)[O-])CC1,2%,·,·,-1,·,·,-11%,·,-9%
COCCN(C(=O)COC(=O)Cc1ccc(Cl)cc1Cl)c1c(N)n(Cc2ccccc2)c(=O)[nH]c1=O,2%,-22%,0.9%,-2,2,-2%,-3%,0%,-7%
Cc1nc(C)c(C(=O)C2=C(O)C(=O)N(CCN(C)C)C2c2ccco2)s1 (configuration not stated),-8%,-9%,0.4%,-7,8,1%,-5%,0%,3%
CCOC(=O)C1CCN(C(=O)c2cc3cc4cc(OC)ccc4nc3o2)CC1,74%[activator],-15%,2.9%,0,5,0%,-5%,4%,0%
CC(OC(=O)c1ccc(NC(=O)CC#N)cc1)C(=O)Nc1ccc(S(=O)(=O)N2CCCC2)cc1 (configuration not stated),·,?,·,-10,-3,-9%,-5%,-3%,-3%
CN(CC(=O)Nc1cccc(F)c1)C(=O)CCNC(=O)c1ccco1,-1%,-18%,1.7%,-7,-1,-15%,-4%,-10%,0%
CN1CCC(NC(=O)CCc2ccccc2)CC1,0%,-19%,-0.4%,-3,-2,-15%,-1%,6%,-1%
CCOC(=O)C1CCN(S(=O)(=O)c2ccc(OC)c(OC)c2)CC1,0%,-5%,4.8%,1,-6,-2%,0%,6%,2%
Cc1cc(OCn2ccc(C(=O)O)n2)ccc1Cl,2%,-17%,2.2%,-4,-1,0%,-7%,1%,-2%
CCCCC(=O)Nc1ccc(NC(=O)CCCC)nc1,-1%,-7%,3.8%,-2,0,5%,-2%,-1%,-5%
CCSc1nc2c(c(=O)[nH]1)C(c1cccnc1)C(C(=O)OC)=C(C)N2 (configuration not stated),8%[57.1 µM],0%,2.2%,-6,5,-1%,4%,-1%,-2%
COc1ccc(CCNC(=O)C(=O)NCC2OCCN2C(=O)c2ccc(Cl)cc2)cc1 (configuration not stated),1%,-10%,3.4%,-10,-1,0%,-2%,-6%,1%
CCOc1ccc(N(C)S(=O)(=O)c2c[nH]c(C(=O)OC)c2)cc1,8%,-30%,2.8%,-1,1,-8%,-2%,-1%,1%
CC1(C)OC(=O)C(=C2CCCN2)C(=O)O1,0%,-14%,0.3%,-9,-2,-1%,-2%,3%,1%
COCC(C)NC(=O)c1cc(-c2cccc(OC)c2)on1 (configuration not stated),-9%,-14%,0.6%,-1,0,-21%,-4%,4%,0%
CC[C@H](C)[C@@H](N)C(=O)NC[C@H]1O[C@@H](n2cnc3c(=O)[nH]c(N)nc32)[C@H](O)[C@@H]1O,·,·,·,-5,0,·,-2%,·,-5%
CC(=O)N(C)c1nnc(-c2ccccn2)s1,4%,-7%,0.7%,-1,5,7%,2%,1%,2%
CC(NC(=O)C(C)N1C(=O)C2C3CC(C(Br)C3Br)C2C1=O)c1ccccc1 (configuration not stated),0%,-1%,0.8%,0,-4,-13%,13%,4%,0%
CNc1ccccc1C(=O)OCC(=O)c1ccccc1,0%[57.1 µM],-18%,4.1%,-1,-1,-5%,1%&-1%,6%,1%
COc1ccc(CCNC(=O)COc2ccc(S(=O)(=O)N3CCOCC3)cc2)cc1,8%[57.1 µM],-5%,-0.1%,-17,-1,-3%,-2%,3%,1%
c1ccc(-c2noc(CN3CCCC(OCc4ccccn4)C3)n2)cc1 (configuration not stated),6%,-14%,0.2%,1,5,-1%,2%,3%,1%
CCCCN(C(=O)C1=CC=CN2CCS(=O)(=O)N=C12)c1ccccc1,-15%,-5%,-1.3%,-6,2,11%,-1%,1%,0%
COc1ccccc1CNC(=O)CNC(=O)[C@@H]1Cc2ccccc2CN1,4%,-28%,-3.5%,-2,-2,-10%,-2%,-3%,1%
CC1=CC(=O)O[C@@H]1[C@@]1(C)C[C@H]2OC(=O)C[C@H]3[C@@H](C)C(=O)C(O)=C1[C@@]23CO,-5%,-5%,0.0%,-5,0,-4%,-2%,15%,2%
O=C(N/N=C/c1ccc(N2CCOCC2)c([N+](=O)[O-])c1)c1ccc(F)cc1,-8%,-15%,1.7%,-10,-2,1%,-4%,2%,-4%
CCN1CCN(C(=O)CS(=O)(=O)Cc2nc(-c3cccc(OC)c3)oc2C)CC1,1%,-10%,-3.5%,-7,2,5%,1%,6%,3%
O=C(Cc1cccc(NC(=O)C2CCCN(C(=O)C3CC3)C2)c1)Nc1cccc(C(=O)N2CCCC2)c1 (configuration not stated),-9%,22%,0.4%,-5,-2,-5%,-5%,-1%,-6%
O=S(=O)(NCCn1cccc1)c1ccc2ccccc2c1,1%[57.1 µM],-20%,1.9%,0,1,13%,-4%,-4%,-1%
Cc1nc2ncnn2c(C)c1Cc1ccc(Cl)cc1F,-1%,-12%,2.1%,-9,-4,2%,0%,2%,4%
CC1CCC(Nc2ncnc3onc(-c4ccc(Cl)cc4)c23)CC1 (configuration not stated),-2%,-27%,0.6%,0,3,3%,-3%,-3%,-4%

# Part of the list above in a different format:
compound | TrxR1 substrate | USP1 inh | RXFP1 ag | LDHA block | PI4K2A block | Vif-A3F inh | Glioma ERSR ind | mIDH1 inhibitor | Vif-APOBEC3G blk
COc1ccc(N(CC(=O)NC2CCCC2)C(=O)Cn2nnc(-c3ccc(F)cc3)n2)cc1OC | -8% | -8% | 0.2% | -8 | 2 | -19% | -4% | -10% | -4%
O=c1cc(N=Nc2ccc(Cl)cc2)[nH]c(=O)[nH]1 | -10% | ? | 0.2% | 30 | 5 | 7% | -7% | 5% | 1%

# Among those listed so far, these have bromine.
SMILES,TrxR1 substrate,USP1 inh,RXFP1 ag,LDHA block,PI4K2A block,Vif-A3F inh,Glioma ERSR ind,mIDH1 inhibitor,Vif-APOBEC3G blk
Cc1c(C)[n+](=O)c2c(n1[O-])C(Br)CCC2Br (configuration not stated),-25%[11.4 µM],-10%,2.2%,6,-1,12%,0%,10%,0%
CC(NC(=O)C(C)N1C(=O)C2C3CC(C(Br)C3Br)C2C1=O)c1ccccc1 (configuration not stated),0%,-1%,0.8%,0,-4,-13%,13%,4%,0%

# Bioassay records from PubChem.

# The list is partial, so the mix of outcomes need not match the whole.
